mIAP act: mouse IAP activation; muIAP, CDP-Star luminescence, 30 min; stronger effect = higher value; 1 = vehicle-only enzyme signal, 0 = enzyme-free wells; activation factor at 10 µM; 330,000 tested, 0.24% active; AID 2805;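 active means activation factor of at least 2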; further: the source names both 10 and 20 µM as test concentration; values of inactives mirror those of a sister screen read the other way
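System: mouse IAP enzyme. Reagent: CDP-Star chemiluminescent phosphatase substrate. Benchmarks: DMSO wells, no-enzyme wells. Times: 30 min enzyme-substrate-compound incubation at room temperature. Detection: luminescence from enzymatic CDP-Star hydrolysis. Doses: test compounds delivered from DMSO solution.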
beta cell repl: inducers of beta-cell replication in MIN6 cells; 330,000 tested, 0.29% active; MIN6 cells proliferation, ATPlite luminescence, 48 h; cells starved in 0.2% serum; 100% = growth in 10% serum; proliferation, % at 10 µM;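 active means compounds whose signal lies at least 3.5 SD above the mean of all wells on their plate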;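 further: 0% = DMSO-treated cells in low-serum medium and 100% = 10% serum control; some compounds called inactive have numbers as strong as hits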
NALP3 yeast inh: blocks the NALP3 inflammasome reconstituted in yeast; 330,000 tested, 0.39% active; inhibition, % at 10 µM; Yeast reconstituted NLRP3/ASC/caspase-1, beta-gal luminescence, 24 h;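 active means inhibition of 50% or more; inactive means inhibition below 50%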;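 further: plate controls were induced DMSO wells for no effect and uninduced yeast grown without galactose for full effect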
hIAP block: blocks human intestinal alkaline phosphatase | P09923 | AID 2544 | 330,000 tested, 0.12% active | inhibition, % at 10 µM | purified IAP, CDP-Star luminescence, 30 min;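 active means inhibition reaching a set limit with compound at 10 µM in the primary screen, cut at about 35% in these data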;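 further: plate controls were DMSO wells with enzyme for no effect and no-enzyme buffer wells for full effect; values of inactives mirror those of a sister screen read the other way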
Target sequence (P09923 whole entry, looked up): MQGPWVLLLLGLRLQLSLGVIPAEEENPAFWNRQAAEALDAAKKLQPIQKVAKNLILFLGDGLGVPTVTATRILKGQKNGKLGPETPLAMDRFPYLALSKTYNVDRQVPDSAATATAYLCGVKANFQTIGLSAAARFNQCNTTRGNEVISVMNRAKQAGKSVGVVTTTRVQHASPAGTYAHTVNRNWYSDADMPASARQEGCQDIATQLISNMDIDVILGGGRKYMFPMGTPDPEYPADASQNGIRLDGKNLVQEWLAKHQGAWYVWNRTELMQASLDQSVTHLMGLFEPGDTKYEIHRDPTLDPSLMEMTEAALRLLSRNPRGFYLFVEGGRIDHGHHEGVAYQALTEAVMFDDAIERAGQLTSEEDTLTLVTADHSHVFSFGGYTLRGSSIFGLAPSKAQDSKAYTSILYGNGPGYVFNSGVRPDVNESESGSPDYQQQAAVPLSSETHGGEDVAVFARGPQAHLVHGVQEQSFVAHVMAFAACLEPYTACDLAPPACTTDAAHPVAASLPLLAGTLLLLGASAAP
APOBEC3A inh: human APOBEC3A DNA deaminase inhibition; 330,000 tested, 0.41% active; recombinant A3A, FAM/TAMRA ssDNA deamination fluorescence; P31941; inhibition, % at 20 µM; AID 493011;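 active means at least 40% inhibition at 20 µM here, with at most 30% in a related deaminase screen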;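 further: plate controls were A3A with DMSO for no effect and wells lacking A3A enzyme for full effect; some results filed as inactive read as strong as hits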
Target sequence (P31941 whole entry, looked up): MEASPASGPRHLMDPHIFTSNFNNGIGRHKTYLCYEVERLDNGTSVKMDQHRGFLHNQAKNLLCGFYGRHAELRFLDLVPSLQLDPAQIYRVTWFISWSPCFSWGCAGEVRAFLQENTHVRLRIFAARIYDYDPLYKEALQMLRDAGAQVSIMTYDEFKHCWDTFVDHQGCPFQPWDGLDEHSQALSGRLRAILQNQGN
APOBEC3G inh: inhibitors of human APOBEC3G DNA deaminase; Q9HC16; recombinant A3G, ssDNA deamination FAM/TAMRA fluorescence; inhibition, % at 20 µM; 330,000 tested, 0.28% active; AID 493012;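 active means inhibition of at least 40% at 20 µM, with no more than 30% in the related APOBEC3A deaminase screen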;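 further: plate controls were DMSO wells with A3G for no effect and wells lacking A3G enzyme for full effect; some compounds called inactive have numbers as strong as hits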
Target sequence (Q9HC16 whole entry, looked up): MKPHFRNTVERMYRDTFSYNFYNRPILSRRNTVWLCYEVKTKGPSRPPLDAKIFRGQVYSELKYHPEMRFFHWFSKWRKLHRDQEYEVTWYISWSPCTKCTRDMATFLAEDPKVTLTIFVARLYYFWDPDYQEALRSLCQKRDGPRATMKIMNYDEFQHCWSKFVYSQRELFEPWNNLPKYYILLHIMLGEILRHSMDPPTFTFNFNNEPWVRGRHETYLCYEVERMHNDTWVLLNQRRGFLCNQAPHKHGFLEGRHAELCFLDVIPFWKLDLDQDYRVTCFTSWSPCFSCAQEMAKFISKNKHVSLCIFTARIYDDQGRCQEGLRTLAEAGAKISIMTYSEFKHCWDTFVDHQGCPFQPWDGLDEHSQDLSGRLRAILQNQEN
TIM10 inh: inhibits growth of TIM10 yeast strain; S. cerevisiae TIM10 strain growth, BacTiter-Glo luminescence, 24 h; 330,000 tested, 1.4% active; inhibition, % at 10 µM;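 active means inhibition of 40% or more at the single tested concentration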;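 further: wild-type TIM10 isogenic control strain grown at permissive 25 °C; 0% = DMSO yeast wells and 100% = minimal medium wells without yeast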
tim10-1 inh: tim10-1 yeast growth inhibition; inhibition, % at 20 µM; S. cerevisiae tim10-1 ts strain growth, BacTiter-Glo, 24 h; 330,000 tested, 2.2% active; AID 463190;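 active means inhibition of at least 40%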;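 further: mutant grown at 25 °C; 0% = DMSO wells with yeast and 100% = wells holding no yeast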
mIAP block: blocks mouse intestinal alkaline phosphatase | purified mouse IAP, CDP-Star luminescence, 30 min | inhibition, % at 10 µM | 330,000 tested, 0.2% active;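 active means inhibition of at least 40% at 10 µM in the primary screen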;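 further: plate controls were DMSO with enzyme for no effect and no enzyme wells for full effect; values of inactives mirror those of a sister screen read the other way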
Starred values were filed as active, the others as inactive; x = no result given.

SMILES	mIAP act	beta cell repl	NALP3 yeast inh	hIAP block	APOBEC3A inh	APOBEC3G inh	TIM10 inh	tim10-1 inh	mIAP block
CCN(CC)c1ccc(NC(=S)NCC2CCCO2)cc1 (stereo not given)	0.96	0	8	-2	-5	-13	9	-2	4
COc1ccc(C(C(=O)NC2CCCC2)N(Cc2ccccc2)C(=O)c2nsc(Cl)c2Cl)cc1 (stereo not given)	0.94	-5	4	-10	-6	-4	25	17	6
C/C(=N/NC(=O)C1CCCN1C(=O)c1ccc([N+](=O)[O-])cc1)c1ccc(Br)cc1 (stereo not given)	0.9	1	5	2	-1	-6	-1	9	10
COc1ccc(Cl)cc1NC(=O)C(=O)NCc1ccncc1	0.95	-3	14	-4	-2	-3	8	10	5
C=CCn1c(SCC(=O)c2[nH]c(C)c(C(=O)OCC)c2C)nc2scc(-c3ccccc3)c2c1=O	0.9	-5	5	18	0	-3	-3	3	10
CSCCNCc1c(C(=O)N2CCOCC2)nc2c(C)cccn12	1.1	-5	-11	-2	3	4	-17	11	-6
O=C(c1ccc(Br)o1)N1CCN=C1SCc1cccnc1	0.9	5	20	-9	0	0	11	23	10
O=C1CN(C(=O)COc2c(Cl)cccc2Cl)c2ccccc2N1	1	1	3	6	-3	-10	3	13	-5
CC(C)c1cc(CNC(=O)CCc2nnc(CCCCc3ccccc3)o2)on1	0.91	-4	15	1	1	-4	-12	14	9
CCN(CC)c1nc2n(c(=O)n1)CCO2	1	0	-1	-12	-4	-11	7	16	0
Cc1nn(C)cc1C(C)Nc1nc2nonc2nc1N1CCCCC1 (stereo not given)	0.98	-3	9	-6	-3	-7	-14	8	2
Cc1c(C#N)c(N)nc(Cl)c1C#N	0.94	0	17	9	-1	-4	13	-6	6
CN1CCC(NC(=O)Nc2ccc(Br)cc2)CC1	1.1	0	-8	-5	5	1	-1	1	-14
Cc1ccc(OCC(=O)N2CCCCC2)c(Br)c1	1.1	1	6	-4	2	1	1	21	-12
Cc1ccc2nc(NC(=O)CCCc3nc4ccccc4s3)sc2c1	0.96	-2	7	19	2	-7	15	14	4
COc1ccc(CCN2CC(C(=O)N(C)Cc3ccccc3OC)CCC2=O)cc1 (stereo not given)	1	3	9	-21	4	7	-4	-12	0
CCN(CC)c1ccc(/C=N/NS(=O)(=O)c2ccc(C)c([N+](=O)[O-])c2)cc1	1	0	6	-8	-2	-8	-12	25	-1
CC(=O)Nc1cccc(Nc2nc(-c3ccccc3)nc3ccccc23)c1	1.1	-4	6	6	4	2	21	25	-6
Cc1ccc([N+](=O)[O-])cc1N	0.96	0	7	-4	2	8	-3	1	4
CCC(=O)N1CCN(c2ccc(NC(=O)COc3ccc(CC)cc3)cc2)CC1	1.1	-2	21	-11	-5	-4	-5	19	-7
O=C(Cc1cccs1)OCC(=O)c1ccco1	0.94	-3	5	-6	39	4	1	5	6
CC1CCN(c2ccc([N+](=O)[O-])cc2C(N)=O)CC1	0.9	-1	18	-5	-1	-4	14	2	10
Cc1cccc2sc(NC(=O)C3CSC4(C)CCC(=O)N34)nc12 (stereo not given)	0.92	-7	12	4	0	-5	20	28	8
COc1ccc(C(CC(=O)O)N2C(=O)CCC2=O)cc1 (stereo not given)	0.97	1	1	14	0	-2	-4	11	2
CC(O)CO (stereo not given)	0.89	0	-4	1	1	-1	6	-16	11
Cc1cc(C)c(S(=O)(=O)N2CCN(C(=O)C(C)Cn3cncn3)CC2)c(C)c1 (stereo not given)	1	1	8	-6	-2	-5	10	2	-3
COc1cc(C(=O)N/N=C/c2ccsc2C)cc(OC)c1OC	1	-3	9	4	4	0	5	1	-1
COc1cc2ccccc2c2c1CCCC2=O	1	-4	26	4	8	3	11	35	-2
CCCCNC(=O)Cn1cnc2c(cnn2-c2ccc(C)c(C)c2)c1=O	0.98	-1	-16	-4	-4	-10	-17	3	2
Nc1nc(Nc2ccccc2)nc(NCc2ccco2)c1[N+](=O)[O-]	0.98	-2	2	10	-4	-7	-2	9	2

Single records, from the list above. Screens in order: mIAP act	beta cell repl	NALP3 yeast inh	hIAP block	APOBEC3A inh	APOBEC3G inh	TIM10 inh	tim10-1 inh	mIAP block
Profile of Nc1nc(Nc2ccccc2)nc(NCc2ccco2)c1[N+](=O)[O-] → 0.98	-2	2	10	-4	-7	-2	9	2
Profile of Cc1cc(C)c(S(=O)(=O)N2CCN(C(=O)C(C)Cn3cncn3)CC2)c(C)c1 (stereo not given) → 1	1	8	-6	-2	-5	10	2	-3

The results go on.
SMILES	mIAP act	beta cell repl	NALP3 yeast inh	hIAP block	APOBEC3A inh	APOBEC3G inh	TIM10 inh	tim10-1 inh	mIAP block
CCc1cc2c(=O)[nH]c(N3CCCC3)nc2s1	1.1	1	14	-3	-2	-4	1	14	-8
c1ccc(C2Nc3ccccc3Oc3ccccc32)cc1 (stereo not given)	0.95	-2	-14	17	3	1	7	29	4
COc1cccc(CNc2ncc(-c3ccccc3)n2C)c1	1	0	15	2	-4	-3	-2	2	-1
O=C(NN1CCCCC1)c1cccc(COc2ccc(Cl)cc2)c1	1	1	28	-6	-1	1	18	26	-4
O=C(Nc1ccc(Cl)cc1)N1CCc2ccccc2C1	1.1	1	18	1	-3	-4	4	20	-10
O=C(O)CCNc1cc2ccccc2cc1C(=O)O	1.1	0	7	-6	1	-1	29	3	-7
O=C(CN1C(=O)C2CC=CCC2C1=O)Nc1ccc(OC(F)(F)F)cc1 (stereo not given)	0.9	2	12	5	-3	-8	3	6	10
Cc1cc(C)n2nc(SCC(=O)N3CCCC(C)C3)nc2n1 (stereo not given)	1.1	-3	8	-27	-5	-6	10	1	-6
Cc1c(/C(O)=C2/C(=O)C(=O)N(Cc3cccnc3)C2c2cccs2)cnn1-c1ccccc1 (stereo not given)	0.95	-1	0	-8	-1	-3	2	14	5
CCc1ccc(CNC(=O)CCS(=O)(=O)Cc2ccc(C)cc2)cc1	1.1	-5	-4	-28	-6	-5	13	10	-7
CC(C)N(Cc1ccccc1)C(=O)CC(=O)N(Cc1ccccc1)C(C)C	1	-3	14	15	1	0	11	13	-2
CCCCC(=O)Nc1ccc(S(=O)(=O)N2CCCCC2c2cccnc2)cc1 (stereo not given)	1.1	-3	10	-10	-7	-4	21	29	-6
Cc1ccc(S(=O)(=O)CCC(=O)Nc2ccc3c(c2)OCO3)cc1	0.97	-1	5	17	0	0	-16	15	3
NC(=O)COC(=O)CSc1cccc2cccc(Cl)c12	0.93	-3	-5	10	4	-14	7	13	7
O=C(OCc1ccc(Cl)cc1)c1cccnc1Cl	1	3	11	-4	0	-1	-16	2	0
COC(=O)c1ccccc1NC(=O)CSc1nnc(COc2cccc(OC)c2)n1C	1	0	-5	-14	28	-6	-16	33	-2
Cc1ccc(C)c(N2CCN(C(=O)c3csc(C)c3C)CC2)c1	1	1	-12	-1	2	28	3	31	-3
Cc1onc(-c2ccccc2Cl)c1C(=O)Oc1cccc2cccnc12	1	-4	3	-10	3	-4	-2	8	-1
O=C(Nc1cc(C(F)(F)F)ccc1N1CCOCC1)c1cncc(Br)c1	0.9	2	10	6	-2	-6	-6	19	10
O=C(CN(C(=O)CNC(=O)c1ccco1)c1ccc(F)c(Cl)c1)NC1CCCCC1	1.1	-2	4	-13	-2	-2	-6	5	-5
C/C=C/c1ccc(OCC(=O)Nc2cc(C(F)(F)F)ccc2N2CCOCC2)c(OC)c1	0.92	2	7	7	-5	2	8	5	8
CCCOc1ccc(Cl)cc1CNc1ccccc1	0.84	0	3	3	-4	-7	11	7	16
CCCCn1c(N)c(N(CCOC)C(=O)CN(C)S(=O)(=O)c2ccc(F)cc2)c(=O)[nH]c1=O	1	-1	-10	-12	3	-1	2	3	-1
CCOc1ccc(CC(=O)Nc2nccs2)cc1OCC	0.93	-4	2	-12	2	1	3	-14	7
CCOC(=O)Cn1c2ccccc2c2nc3ccccc3nc21	1.1	-3	24	-8	-4	-8	2	12	-12
CC(=O)c1ccc(NC(=O)Cn2cnc(S(=O)(=O)N3CCc4ccccc43)c2)cc1	0.97	2	17	3	-3	-7	-11	12	3
COc1cccc(OCC(O)CN2CCC(CN3C(=O)c4cccc5cccc(c45)C3=O)CC2)c1 (stereo not given)	0.96	-5	20	-2	1	4	-2	27	4
CCC(=O)N=c1n(C)c2ccccc2n1CCOc1ccccc1	1.1	-2	5	-20	5	-3	2	13	-12
CC(=O)c1c(COC(=O)c2ccc(Cl)cc2)nc2ccccc2[n+]1[O-]	0.82	0	18	-37	-4	-9	17	7	18
O=C(CN1CCN(Cc2ccc(F)cc2)C1=O)NC1CCCC1	0.98	0	19	9	-1	-4	9	6	2

Quoted from the listing:
Entry of C/C(=N/NC(=O)C1CCCN1C(=O)c1ccc([N+](=O)[O-])cc1)c1ccc(Br)cc1 (stereo not given) under APOBEC3G inh: -6
Entry of Cc1ccc(C)c(N2CCN(C(=O)c3csc(C)c3C)CC2)c1 under NALP3 yeast inh: -12
Entry of O=C1CN(C(=O)COc2c(Cl)cccc2Cl)c2ccccc2N1 under mIAP block: -5

Going on with the list.
SMILES	mIAP act	beta cell repl	NALP3 yeast inh	hIAP block	APOBEC3A inh	APOBEC3G inh	TIM10 inh	tim10-1 inh	mIAP block
CCN(CC)Cc1c(C(=O)N/N=C/c2ccc(C)o2)nnn1-c1nonc1N	0.94	0.0*	21	-2	-1	-4	7	19	6
CC(C)C(C(=O)Nc1ccc2c(c1)OCCO2)N1C(=O)c2ccccc2C1=O (stereo not given)	0.94	1	-12	6	5	1	18	35	6
Cn1c(N)c(C(=O)COC(=O)c2ccccc2NCc2ccco2)c(=O)n(C)c1=O	0.96	1	2	-7	4	-7	10	1	4
Cc1cc(C)c(S(=O)(=O)N2CCOCC2)cc1C	0.97	-1	45	7	1	-6	-2	-7	3
O=C(Cn1ncc2c(=O)oc3ccccc3c21)N1CCCc2ccccc21	1.1	-2	24	-18	-10	-5	29	18	-6
COc1cc2[nH]c(=S)nc(NC3CCCCCC3)c2cc1OC	1.1	-6	-4	-52	-8	-5	5	24	-14
CCOc1cc2[nH]c(=O)n(CCCN3CCCC3=O)c(=O)c2cc1OCC	1	-1	-8	-13	-2	0	11	1	-4
Cc1cccc(C(O)(C(=O)NNc2ccc3ccccc3n2)c2cccc(C)c2)c1	1.1	0	5	-2	1	-5	6	13	-12
CC(Oc1cccc2ccccc12)C(=O)N/N=C/c1cccnc1 (stereo not given)	1.1	0	13	-16	-2	-10	7	44*	-12
COc1cc(-c2cc(N)n(S(=O)(=O)c3ccccc3)n2)cc(OC)c1OC	0.95	-5	17	0	-1	-3	-12	9	4
Cc1cc(NC(=O)c2ccc(S(=O)(=O)N3CCOCC3)cc2)no1	0.9	1	5	2	-3	-6	-18	-16	10
CC(C(=O)Nc1ccc(F)cc1Cl)N1CCN(S(=O)(=O)c2cccs2)CC1 (stereo not given)	0.99	2	14	10	-3	-8	-15	-19	1
O=C(CS(=O)c1cccc(C(F)(F)F)c1)Nc1ccccc1Cl (stereo not given)	0.96	1	9	14	-3	-12	0	18	4
Fc1ccc(-c2noc(C3CCN(Cc4cccnc4)CC3)n2)cc1	1	-3	2	-9	-1	-1	2	-8	-3
Cc1nc(N/N=C/c2ccc(Br)cc2)cc(N2CCOCC2)n1	0.97	-4	21	0	-2	-5	0	1	3
COc1cc(/C=N/N(C)C)ccc1OC(=O)c1cccs1	1	0	-15	-2	1	-3	11	26	-3
CCCC(=O)Nc1ccc(C(=O)NCc2ccccn2)cc1	1	-2	5	-21	-4	-9	-6	18	-2
CCOC(=O)C1=CN(CC)S(=O)(=O)NC1c1cccc(OC)c1 (stereo not given)	1.1	x	x	x	5	7	-9	7	-9
O=C(N/N=C\c1cccc(Cl)c1)c1ccc(Cn2cccn2)o1	0.92	0	19	1	3	2	-2	4	8
